Screening data: PubChem BioAssay, several laboratories
OX1R antag-1: OX1R (HCRTR1) antagonists, primary screen, fluorescence, CHO/OX1R cells, Fluo-8 calcium, orexin A | inhibition, % at 5 µM | AID 434989, 2010 | 0.43% of 330,000 active | Fluo-8 calcium fluorescence | Orexin/Hypocretin receptor type 1 (Homo sapiens), O43613;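 active = inhibition above its plate's threshold, mean inhibition of all tested compounds on the plate plus 3 SD, cut at about 37% in these data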;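 also: 0% = orexin A challenge wells and 100% = SB-334867-A antagonist wells; not every result past the cut was called active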
Target sequence (O43613 whole entry, looked up): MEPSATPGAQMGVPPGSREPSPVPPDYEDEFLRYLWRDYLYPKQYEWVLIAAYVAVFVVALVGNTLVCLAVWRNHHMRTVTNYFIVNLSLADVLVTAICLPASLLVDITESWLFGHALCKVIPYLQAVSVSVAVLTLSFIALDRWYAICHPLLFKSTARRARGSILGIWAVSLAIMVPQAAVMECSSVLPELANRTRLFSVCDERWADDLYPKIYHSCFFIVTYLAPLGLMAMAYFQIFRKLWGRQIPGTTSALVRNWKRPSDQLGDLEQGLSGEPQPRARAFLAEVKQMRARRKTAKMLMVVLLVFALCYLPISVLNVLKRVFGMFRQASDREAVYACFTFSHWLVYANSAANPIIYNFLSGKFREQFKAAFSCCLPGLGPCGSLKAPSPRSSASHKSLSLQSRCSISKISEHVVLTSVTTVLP
OX1R antag-2: antagonists of human orexin 1 receptor (OX1R); 1.8% of 330,000 active; AID 485270, 2010; OX1R-expressing cells, FRET antagonist read-out; Orexin/Hypocretin receptor type 1 (Homo sapiens), O43613; inhibition, % at 6.6 µM; in the data active = inhibition mostly above about 38%, no sharp cut-off; inactive = mostly below about 40%;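 also: 0% = agonist challenge alone and 100% = reference antagonist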
STK33 kinase inh: inhibitors of purified STK33 kinase, primary screen, biochemical, ADP-Glo luminescence, homogeneous, cell-free | Serine/threonine-protein kinase 33 (Homo sapiens), Q9BYT3 | MBP phosphorylation | inhibition, % at 10 µM | 0.073% of 320,000 active;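 active = inhibition at or above 25%, using the most active replicate where run in duplicate; inactive = inhibition below 25%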
Target sequence (Q9BYT3 whole entry, looked up): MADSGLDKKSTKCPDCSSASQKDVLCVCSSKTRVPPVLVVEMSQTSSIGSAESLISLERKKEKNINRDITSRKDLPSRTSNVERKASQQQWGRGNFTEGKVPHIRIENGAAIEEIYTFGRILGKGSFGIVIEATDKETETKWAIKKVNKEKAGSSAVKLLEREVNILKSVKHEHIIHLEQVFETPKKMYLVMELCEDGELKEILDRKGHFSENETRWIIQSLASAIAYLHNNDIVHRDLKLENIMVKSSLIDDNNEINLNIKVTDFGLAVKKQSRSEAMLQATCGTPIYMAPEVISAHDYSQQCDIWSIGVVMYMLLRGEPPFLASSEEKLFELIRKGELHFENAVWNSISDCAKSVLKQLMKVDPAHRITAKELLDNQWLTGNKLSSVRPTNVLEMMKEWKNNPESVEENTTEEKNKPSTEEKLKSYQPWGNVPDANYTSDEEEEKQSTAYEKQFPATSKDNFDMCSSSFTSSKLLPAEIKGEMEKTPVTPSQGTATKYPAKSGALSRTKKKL
* = called active by the depositor; · = not tested or not shown.

Results follow in this order: OX1R antag-1, OX1R antag-2, STK33 kinase inh
> CC1CCC/C=C/C(=O)c2c(O)cc(O)cc2CC(=O)O1 (configuration not stated)
    7, 16, 0.0
> C/C(=N\NC(=O)c1cccc(Br)c1)c1ccccn1
    -16, 14, 0.3
> Cc1cc(S(=O)(=O)NCc2ccccn2)c(Cl)cc1Cl
    -4, 12, -0.2
> COc1ccc(C(=O)Cn2c(=O)c(CCC(=O)O)nn3c4ccccc4nc23)cc1OC
    -8, 7, -0.6
> O=c1c2ccccc2cnn1Cc1n[nH]c(=S)n1-c1ccc(Cl)cc1Cl
    1, 18, -2.3
> CN(C)C(=O)CSc1nnc(-c2cccs2)n1-c1ccccc1
    -22, 14, 0.4
> Cc1ccc(NC(=O)C2CC(=O)N(c3ccc4c(c3)OCCO4)C2)cc1S(=O)(=O)N(C)C (configuration not stated)
    -27, 14, -1.0
> COc1nc(OC)nc(N(C)CCO)n1
    5, 40, -0.4
> CCOc1ccc(NC(=O)c2nn(C)c(C(=O)Nc3ccc(OCC)cc3)c2[N+](=O)[O-])cc1
    -29, -6, -1.3
> CCCCCCNC(=O)c1cc(S(=O)(=O)N2CCc3ccccc32)ccc1F
    -29, 9, 0.7
> CC1CCN(c2ccc(NC(=O)c3ccc([N+](=O)[O-])o3)cc2)CC1
    1, 40, ·
> CCC(=O)Nc1cccc(NC(=S)NC(=O)c2ccccc2C)c1
    -18, 3, -0.7
> Cc1cccc(NS(=O)(=O)c2ccc3c(c2)CCN3C(=O)CCC(=O)O)c1
    2, 2, -2.0
> Cc1ccc(N2C(=O)C3C4C=CC(CNC(=S)N5CCN(c6ccccn6)CC5)(O4)C3C2=O)cc1 (configuration not stated)
    -23, 25, -0.5
> Cc1ccc(C(=O)NNC(=S)Nc2cccc3ccccc23)s1
    -20, 9, -0.6
> COC(CNS(=O)(=O)c1ccc(Cl)cc1)c1ccccc1 (configuration not stated)
    -8, 4, -1.2
> CCOCCOC(=O)Cn1cnc2scc(-c3ccc(C)cc3)c2c1=O
    -26, 7, -1.2
> Cc1ccccc1NC(=O)CCCCC(=O)Nc1ccccc1C
    -10, 9, 0.5
> O=C(Nc1cnn(Cc2ccc(Cl)cc2Cl)c1)c1noc2c1CCCC2
    -38, 4, -0.9
> CCCCCn1c(=O)[nH]c2cc(C(=O)NCCN3CCCCC3C)ccc2c1=O (configuration not stated)
    -12, 12, 0.1
> Cc1oc(-c2ccccc2F)nc1CS(=O)(=O)CC(=O)NCCN1CCCC1
    -21, 12, -1.0
> c1ccc(-n2cc(CN3CCCC(CN4CCCC4)C3)c(-c3ccc4c(c3)OCO4)n2)cc1 (configuration not stated)
    -14, 18, 0.0
> COc1ccccc1CN1CCN(C(CC(C)C)c2nnnn2Cc2cccs2)CC1 (configuration not stated)
    -25, 16, -1.4
> CCn1c(SCC(=O)NC2CCCCC2)nnc1-c1ccccn1
    -8, 3, 2.4
> Nc1cccnc1Oc1ccccc1F
    -5, 4, -1.8
> CCCCC1CCC(C(=O)Nc2ccccc2N2CCOCC2)CC1 (configuration not stated)
    -36, 1, ·
> CCNc1nc(N)nc(-c2cc(Cl)ccc2O)n1
    -21, 25, 75*
> CN1CCCC1=Nc1c2c(nc3ccccc13)N(C)CC2
    3, 8, 0.4
> O=C(CCCCCN1C(=O)c2ccccc2C1=O)Nc1cccc(O)c1
    -3, 10, -0.5
> COc1cc(/C=C/C(=O)c2ccc(Cl)s2)cc(OC)c1O
    -23, 16, 3.9
> Cc1cc(OCC(=O)Nc2ccncc2)ccc1[N+](=O)[O-]
    0, 37, ·
> O=C(/C=C/c1ccco1)NC(=S)Nc1ccc(N2CCOCC2)c(Cl)c1
    -13, 6, 1.5
> COc1ccc(-n2nnnc2/C(=C/N(C)C)C(=O)c2ccccc2)cc1
    -10, 7, -1.5
> CCOC(=O)c1c(C)nc2ccccc2c1-c1ccccc1
    -21, 23, -0.3
> CCOc1ccc(Br)cc1CC(=O)O
    -15, 17, -0.9
> COc1ccc(CC(=O)Nc2cc(C)on2)cc1OC
    -13, -3, -1.2
> O=C(COC(=O)c1cccc(OC(F)F)c1)Nc1ncccn1
    -1, 11, -0.2
> COc1cccc(NC(=S)NCCC(c2ccccc2)c2ccccc2)c1
    14, 55, 0.0
> CSc1ccccc1C(=O)Nc1cccc(N(C)S(C)(=O)=O)c1
    -5, 32, -0.3
> N#C/C(=C(/O)COC(=O)CSc1ccc(Cl)cc1)c1nc2ccccc2[nH]1
    7, 3, 0.2
> CCCN(CCC)S(=O)(=O)c1cccc(-c2csc(C)n2)c1
    -27, 14, 1.1
> CCOC(=O)c1nnn(CC(=O)Nc2cccc(F)c2)c1C(=O)OCC
    -12, 19, -0.6
> O=C(COc1ccc2cc(Br)ccc2c1)N1CCOCC1
    -15, 0, 0.7
> CCN1CCN(C(=O)c2ccc(S(=O)(=O)Nc3ccccc3)cc2)CC1
    -3, 0, -1.4
> Cc1ccc(NC(=O)CN2CCN(C(=O)C3CCCO3)CC2)c(C)c1 (configuration not stated)
    -7, 3, -0.3
> COc1ccc(NC2CCCN(C(=O)CSc3ccccc3)C2)cc1OC (configuration not stated)
    -29, 16, -1.2
> O=C(COc1ccc(NC(=O)c2ccccc2)cc1)c1ccccc1
    -22, 5, 0.9
> CCN1CCn2c1nc(N1CCCCC1)nc2=O
    -8, 17, 0.3
> Cc1cc(OCC(=O)OCC(=O)N2CCc3ccccc32)ccc1Cl
    -14, 3, ·
> COc1ccc2[nH]c(C(=O)NCc3ccccc3)c(C)c2c1
    -32, 14, 0.2
> C=CCNC(=O)c1ccc(-n2cccc2)cc1
    1, 12, -1.6
> N/C(=N\OC(=O)CCC1CCCCC1)c1ccc([N+](=O)[O-])cc1
    -4, 14, -0.4
> OC1(c2cn(Cc3ccccc3)nn2)CCCCC1
    -15, 6, -1.4
> CCCCCC(=O)Nc1nc2ccccc2[nH]1
    -5, 3, 0.7
> O=C(COc1ccc(Cl)cc1Cl)NCCCCc1ccccc1
    -12, 11, 0.5
> N#CCSc1nc2c(sc(=S)n2Cc2ccco2)c(=O)n1-c1ccc(F)cc1
    17, 16, -0.1
> COCc1cc(C)nc(SCc2ccc(Cl)cc2)c1C#N
    -18, -6, -0.1
> CC1=Nc2cc(C(=O)O)ccc2Sc2c(C)ccc(C)c21
    -16, -2, -1.2
> CNC(=S)N/N=C/c1c2ccccc2c(Cl)c2ccccc12
    -20, 22, 0.7
> O=C(CCSc1ccccc1)Nc1nnc(-c2cccs2)o1
    -6, 16, -1.0

Record cards (already shown). Values in the order: OX1R antag-1	OX1R antag-2	STK33 kinase inh
Entry for CCCCCC(=O)Nc1nc2ccccc2[nH]1 = -5	3	0.7
Entry for COc1ccc(NC2CCCN(C(=O)CSc3ccccc3)C2)cc1OC (configuration not stated) = -29	16	-1.2

(listing goes on)
Results follow in this order: OX1R antag-1, OX1R antag-2, STK33 kinase inh
> COCCn1c(SCC(=O)Nc2c(C)n(C)n(-c3ccccc3)c2=O)nnc1-c1ccncc1
    6, 1, -0.1
> Cc1ccc(S(=O)(=O)NC2CCCc3ccccc32)cc1C (configuration not stated)
    -9, 22, -3.0
> CCOc1ccc(Nc2cc(=O)n(C)c(=O)n2C)cc1
    -36, 12, -0.1
> O=C(NCCCN1CCCC1=O)c1cccc(S(=O)(=O)N2CCCCC2)c1
    -7, -2, 2.5
> CC(C)C(OC(=O)c1nsc(Cl)c1Cl)C(=O)NCc1ccc2c(c1)OCO2 (configuration not stated)
    2, 0, -1.3
> CCCCn1c(=O)c(C(=O)c2ccccc2)nc2ccccc21
    -12, 17, -1.0
> COc1ccc(C(=O)N2CCC(C(=O)c3c(C)cc(C)cc3C)CC2)cc1
    -14, 27, 0.2
> c1ccc(CN2CCN(c3nc4ccccc4c4ccccc34)CC2)cc1
    -36, 26, -0.3
> CCOCCOc1nc2c(c(=O)n(C)c(=O)n2C)n1CCc1ccccc1
    -12, 24, 1.4
> CC(C)(C)c1ccc(C(=O)NCCC(=O)N2CCN(c3ncccn3)CC2)cc1
    -37, 10, 0.3
> COc1ccc(NC(=O)C2CCCN2C(=O)Nc2ccccc2)cc1OC (configuration not stated)
    8, 7, -1.1
> C=CCC(O)(CC=C)C(C)N (configuration not stated)
    -4, 7, -2.0
> CN(NC(=O)/C=C/C(=O)O)c1ncc(C(F)(F)F)cc1Cl
    0, 35, 0.2
> Cc1cccc(NC(=O)CSc2nnc(NC(=O)c3ccc(S(=O)(=O)N4CCOCC4)cc3)s2)c1C
    -1, 3, ·
> Cc1cccc(Cn2c(SCCN3CCCCC3)nc3c2c(=O)[nH]c(=O)n3C)c1
    -12, 2, -0.4
> Cc1ccc(OCCCCn2ccnc2C)c(C)c1
    -9, 21, -0.4
> CC(=O)N(c1ccccc1C)C1CCCC1
    -15, 17, -1.0
> CC1(C)CC(=O)C2=C(C1)c1c(ccc3ccccc13)NC2c1ccc(C(=O)O)cc1 (configuration not stated)
    3, -4, -2.3
> O=C(NNC(=O)C1CC(c2cccnc2)=NO1)Nc1ccccc1F (configuration not stated)
    4, 8, -1.3
> O=C(Cc1ccc(Br)cc1)N1CCN(C(=O)c2ccco2)CC1
    -5, 15, -1.9
> COc1ccc(-c2nnn(CC(=O)Nc3ccc4c(c3)OCCO4)n2)cc1OC
    7, -4, -0.6
> COc1cccc(NC(=O)N2CCCC2C(=O)Nc2ccc3c(c2)OCCO3)c1 (configuration not stated)
    -24, 5, -1.7
> CCCCn1ccc(=O)c2c(C(F)(F)F)nccc21
    2, 18, 0.1
> COC(=O)COc1ccc(NC(=O)c2ccco2)cc1
    1, 12, 1.6
> O=S(=O)(Nc1cccc(-c2cn3c(n2)SCC3)c1)c1ccc(F)cc1F
    -1, 20, 3.1
> COc1ccc(-c2cc(=O)[nH]c(NCc3ccccc3)n2)cc1
    -20, 10, -1.8
> C=CCNC(=S)N/N=C/c1ccccc1OCCOc1ccccc1
    -24, -2, -1.2
> CCOc1ccc2[nH]c3c(N4CCC5(CC4)OCCO5)ncnc3c2c1
    -4, 13, -0.8
> CC1CCCCC1NC(=O)C(=O)NCC1CCCO1 (configuration not stated)
    -15, 15, -1.9
> COc1ccc(C(=O)NNC(=S)NC(=O)c2ccccc2[N+](=O)[O-])cc1
    -16, 17, -2.3
> CSc1cccc(NC(=S)N(C(C)C)C(C)c2ccccn2)c1 (configuration not stated)
    -6, 11, -0.4
> Clc1ccc(Cn2c(-c3cccnc3Cl)nc3ccccc32)c(Cl)c1
    -30, -1, 0.0
> CCCCCCCCC(=O)Nc1cc(C)ccc1OC
    -17, 9, -0.3
> Cc1ccccc1-c1nc(CN2CCC(C(=O)NC3CC3)CC2)c(C)o1
    -16, 10, 0.8
> O=C(NCc1nc2ccccc2[nH]1)C1=C[C@H](c2csc3ccccc23)C[C@H](OCc2ccc(CO)cc2)O1
    7, 12, -1.6
> Cc1cccc2c1-c1sc(C(=O)NCCCN3CCc4ccccc4C3)cc1CO2
    -30, 18, 0.7
> COc1ccc(C(=O)OCC(=O)c2ccc3c(c2)NC(=O)CO3)cc1S(=O)(=O)N1CCOCC1
    -8, 3, -0.8
> CC(C)(C)Cc1nc2ccccc2n1CCc1ccccc1
    -39, 30, -1.6
> COCCNC(=O)c1nn(-c2cc(OC)cc(OC)c2)c(=O)c2ccccc12
    -16, 22, -0.8
> CC(C)Sc1nnc(-c2ccc(S(=O)(=O)N3CCOCC3)cc2)n1C
    -3, 18, -0.3
> CCC(=O)N1c2ccccc2NC2=C(C(=O)CCC2)C1c1ccc(N(C)C)cc1 (configuration not stated)
    -13, 3, -1.6
> Cn1ncc([N+](=O)[O-])c1C(=O)Nc1ccccc1Cl
    -9, 4, 0.7
> COC(=O)c1c(-c2cc(OC)cc(OC)c2)sc2ccc(OC)cc12
    -12, 1, 0.1
> CC(C)NC(=O)CN1C(=O)NC(CCc2ccccc2)C1=O (configuration not stated)
    -5, 15, 0.0
> CCOC(=O)c1cc(-c2ccccc2)sc1NC(=O)C(C)Sc1nnc(C)s1 (configuration not stated)
    -47, 22, -1.9
> CC1(C)Cc2c(sc(NC(=O)C(=O)N3CCCC3)c2C(=O)O)CO1
    -1, 15, -1.4
> NC(N)=N/N=C/c1ccccc1Cl
    -8, 9, 1.9
> CC1CCCN(S(=O)(=O)Cc2ccc(Cl)cc2)C1 (configuration not stated)
    -15, 3, -1.1
> CCOC(=O)C1=C(C)NC(=O)NC1c1ccc(OC(C)C(=O)O)c(OC)c1 (configuration not stated)
    -3, 1, -2.0
> Cc1ccc(-c2nnc(COC(=O)c3cccs3)o2)cc1
    13, 9, -1.4
> CCCCn1c(-c2csc3c2CCCC3)n[nH]c1=S
    16, 7, -0.2
> N#CC1(P(=O)(c2ccccc2)c2ccccc2)CC1
    -21, 0, -0.4
> CCOC(=O)C1CCCN(C2CC(=O)N(c3ccc(C)c(C)c3)C2=O)C1 (configuration not stated)
    -31, 12, 1.4
> Cc1ccnc(-n2sc3ccccc3c2=O)n1
    12, 16, 4.4
> CC(=O)C1=NN(c2ccc(Cl)cc2)C(c2ccc3c(c2)OCO3)N(C(C)=O)N1C (configuration not stated)
    -29, 11, 2.9
> COc1ccccc1N1CCN(C(=O)c2cc(C(C)(C)C)oc2C)CC1
    -31, 11, -4.2
> CCc1ccc(OS(=O)(=O)c2cn(C)c(=O)n(C)c2=O)cc1
    -17, 6, -0.2

Reformatted: entries from further up
SMILES	OX1R antag-1	OX1R antag-2	STK33 kinase inh
CCCCn1c(-c2csc3c2CCCC3)n[nH]c1=S	16	7	-0.2
N#CC1(P(=O)(c2ccccc2)c2ccccc2)CC1	-21	0	-0.4
CCOC(=O)C1CCCN(C2CC(=O)N(c3ccc(C)c(C)c3)C2=O)C1 (configuration not stated)	-31	12	1.4
